TDP2 inh – human TDP2 enzyme inhibitors, primary screen, biochemical, epi absorbance, recombinant enzyme | T5PNP hydrolysis, p-nitrophenol absorbance 415 nm | inhibition, % at 12.8 µM | hit rate 0.34% among 370,000 | AID 720702, 2013;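 active = inhibition above the mean of all tested compounds plus 3 SD, set per campaign, cut at about 25% in these data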;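 also: 0% = DMSO with enzyme and 100% = buffer with substrate but no TDP2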
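Assay system: Recombinant human TDP2 | Quantity: 120 nM TDP2 per well | Incubation: 2 h at 37 °C | Signal: Epi absorbance | Evaluation: Percent inhibition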
PRMT1 inh – PRMT1 methyltransferase inhibitors, primary screen, biochemical, fluorescence polarization; Protein arginine N-methyltransferase 1 (Homo sapiens), Q99873; recombinant PRMT1, activity-based probe fluorescence polarization; inhibition, % at 2.79 µM; hit rate 1.3% among 370,000;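 active = inhibition above about 21% made by adding two undisclosed values, limit read from the data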
MBD2 DNA inh – inhibitors of MBD2 binding to methylated DNA, primary screen, biochemical, TR-FRET, DNA-binding domain, human. inhibition, % at 4.4 µM. MBD2 binding to methylated oligonucleotide. Methyl-CpG-binding domain protein 2 (Homo sapiens), Q9UBB5. hit rate 0.31% among 370,000. AID 686964, 2013; in the data active = inhibition above about 13%
TCR-CD3 inh – inhibitors of human TCR-CD3 interaction, primary screen, biochemical, fluorescence, TAMRA-labeled TCR probe; T-cell receptor (TCR); inhibition, % at 9.4 µM; hit rate 0.37% among 360,000; AID 651800, 2012; in the data active = inhibition above about 19%;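 also: recombinant mutant TCR 2C K166C tagged with TAMRA read by polarization; 0% = receptor in buffer alone and 100% = receptor with positive control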
LEDGF integ inh – blockers of LEDGF/p75-dependent integrase strand transfer – biochemical, TR-FRET, high throughput, primary screen; TR-FRET IN-LEDGF/p75 DNA integration, Eu/Cy5; AID 743269, 2014; hit rate 0.64% among 370,000; inhibition, % at 3.7 µM;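 active = inhibition above the screen-wide mean plus 3 SD, cut at about 13% in these data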;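 also: signal is the Cy5 over europium emission ratio at 671 and 618 nm; 0% = plate median of compound wells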
DDE Tn7 FP inh – inhibitors of Tn7 peptide binding to fibrin DD(E), primary screen, biochemical, fluorescence polarization, human fibrin, Tn7 probe | Fibrinogen beta chain (Homo sapiens), P02675 | FP displacement of FITC-Tn7 peptide from fibrin DD(E); 0% = median of compound wells per plate | inhibition, % at 8.3 µM | hit rate 0.13% among 370,000 | AID 720508, 2013;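 active = inhibition above the mean of compounds falling within the control limits plus 3 SD of them, cut at about 14% in these data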;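 also: 0% = plate median of compound wells and 100% = 10 µM Aha-Tn7 peptide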
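Also added: labelled Tn7 tracer, 0.1 µM; Assay system: human fibrin DD(E) protein; Amount: 2 µM fibrin DD(E); Schedule: 10 min compound pre-incubation, 3 h probe incubation at room temperature; Repeats: one replicate per compound; Read-out basis: percent inhibition; Measured by: fluorescence polarization of the labelled Tn7 tracer.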
SIAE inh – human SIAE inhibitors, primary screen, biochemical, fluorescence polarization, FP-Rh probe, 1536-well HTS | SIAE FP-Rh probe binding | inhibition, % at 9.66 µM | Sialate O-acetylesterase (Homo sapiens), Q9HAT2 | hit rate 0.69% among 370,000 | AID 1053197, 2014;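 active = inhibition above a cutoff: mean of compounds within the control limits plus 3 SD of those, cut at about 17% in these data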;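 also: 0% = plate median of compound wells and 100% = probe without SIAE protein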
UHRF1 MBD2 ctr – UHRF1 methylated DNA binding inhibitors, primary screen, counter-screen for MBD2 inhibitor project, biochemical, TR-FRET, human UHRF1, single concentration. E3 ubiquitin-protein ligase UHRF1 (Homo sapiens), Q96T88. UHRF1 binding to methylated oligo. inhibition, % at 4.4 µM. hit rate 0.75% among 370,000. AID 687016, 2013; in the data active = inhibition above about 21%;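 also: UHRF1 SRA domain binding a hemimethylated CpG hairpin DNA probe; 0% = median of test compound wells and 100% = reference inhibitor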
Target sequence (Q96T88 whole entry, looked up, the tested form may be a part): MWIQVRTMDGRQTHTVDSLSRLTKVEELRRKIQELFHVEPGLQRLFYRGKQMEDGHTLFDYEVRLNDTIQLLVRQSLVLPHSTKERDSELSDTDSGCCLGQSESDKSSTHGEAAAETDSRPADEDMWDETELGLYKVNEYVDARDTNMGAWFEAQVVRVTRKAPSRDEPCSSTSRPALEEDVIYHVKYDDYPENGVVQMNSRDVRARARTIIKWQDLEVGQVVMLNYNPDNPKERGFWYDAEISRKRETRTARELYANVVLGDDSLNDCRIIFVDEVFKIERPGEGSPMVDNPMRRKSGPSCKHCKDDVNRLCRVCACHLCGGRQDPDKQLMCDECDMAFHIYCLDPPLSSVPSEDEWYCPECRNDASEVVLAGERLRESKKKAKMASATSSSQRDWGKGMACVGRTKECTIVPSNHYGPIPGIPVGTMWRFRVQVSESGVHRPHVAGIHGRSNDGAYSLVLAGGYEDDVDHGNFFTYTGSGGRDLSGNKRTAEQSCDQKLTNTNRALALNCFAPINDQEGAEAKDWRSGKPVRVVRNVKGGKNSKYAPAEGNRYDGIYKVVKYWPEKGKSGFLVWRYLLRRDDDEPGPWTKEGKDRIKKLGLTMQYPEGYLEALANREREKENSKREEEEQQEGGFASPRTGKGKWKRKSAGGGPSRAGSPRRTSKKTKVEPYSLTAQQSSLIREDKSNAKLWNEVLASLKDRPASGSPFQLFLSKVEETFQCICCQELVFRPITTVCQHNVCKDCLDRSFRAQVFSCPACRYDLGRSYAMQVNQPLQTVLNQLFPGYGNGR
DDE Tn6 FP inh – inhibitors of Tn6 peptide binding to fibrin DD(E), primary screen, biochemical, fluorescence polarization, human fibrin, Tn6 probe; Fibrinogen beta chain (Homo sapiens), P02675; Fibrin DD(E) TRITC-Tn6 fluorescence polarization displacement; inhibition, % at 8.3 µM; hit rate 0.21% among 370,000; AID 720509, 2013;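 active = inhibition above a per-campaign cutoff: mean of compounds within control limits plus 3 SD, cut at about 15% in these data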;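 also: 0% = median of all compound wells on the plate and 100% = blocking peptide control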
proKLK7 act – proKLK7 zymogen activators, primary screen, biochemical, fluorescence intensity. Kallikrein-7 (Homo sapiens), P49862. purified proKLK7, EDANS-DABCYL substrate fluorescence; 100% is mature enzyme control, 0% vehicle. activation, % at 7 µM. hit rate 0.9% among 370,000;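 active = activation above the mean of all tested compounds plus 3 SD, computed per campaign excluding outliers beyond control limits, cut at about 13% in these data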
Target sequence (P49862 whole entry, looked up): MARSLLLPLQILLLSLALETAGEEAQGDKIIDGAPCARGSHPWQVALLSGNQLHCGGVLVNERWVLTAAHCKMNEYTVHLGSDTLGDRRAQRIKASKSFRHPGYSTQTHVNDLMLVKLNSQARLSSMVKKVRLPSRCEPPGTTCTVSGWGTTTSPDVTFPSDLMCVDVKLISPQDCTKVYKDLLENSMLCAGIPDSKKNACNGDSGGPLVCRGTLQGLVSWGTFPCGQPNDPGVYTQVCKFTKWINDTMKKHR
Numbers without * were called inactive; nt = not tested or not shown.

Results follow in this order: TDP2 inh | PRMT1 inh | MBD2 DNA inh | TCR-CD3 inh | LEDGF integ inh | DDE Tn7 FP inh | SIAE inh | UHRF1 MBD2 ctr | DDE Tn6 FP inh | proKLK7 act
1. COC(CNC(=O)C1CCC(CNS(=O)(=O)c2c(C)cc(C)cc2C)CC1)OC (stereo not drawn)
  -12 | -7 | 4 | -1 | 1 | -4 | -5 | -1 | 5 | 0.1
2. CCOC(=O)N1CCC(NC(=O)c2cc(C(=O)Nc3ccc(S(=O)(=O)N4CCOCC4)cc3)ccc2CO)CC1
  -4 | -1 | 3 | -3 | 5 | -5 | -10 | 3 | 1 | 0.2
3. O=C1NC(Cc2ccccc2)c2nc3ccc(Cl)cc3c(=O)n2-c2cc(Cl)ccc21 (stereo not drawn)
  0 | 3 | 2 | -2 | -1 | 8 | -10 | 1 | 7 | 0.5
4. CN(C)[C@@H]1CCN(c2cccc3c2S(=O)(=O)N2CC[C@@H](C2)O3)C1
  10 | 0 | 3 | nt | -2 | 9 | 6 | 0 | 1 | -0.4
5. CC(=O)C12OC1CC1C3CCC4=CC(=O)CCC4(C)C3CCC12C (stereo not drawn)
  -5 | 0 | -3 | -4 | -2 | 2 | -16 | -5 | 2 | 0.4
6. COc1cccc(C(=O)c2cc3cc(Cl)ccc3[nH]2)c1
  -1 | 5 | -4 | -13 | -3 | -1 | -1 | 0 | -2 | -0.6
7. CCOC(=O)C1=CCN(S(=O)(=O)c2ccc(Cl)cc2)C1c1ccc(C)cc1 (stereo not drawn)
  -3 | 2 | -2 | -1 | 2 | 1 | 8 | -3 | 8 | 0.2
8. CCN(CC)c1cc(C)c2cc(NC(=O)c3ccccc3OC)ccc2n1
  0 | -1 | -1 | 4 | 0 | -9 | -1 | 2 | -3 | -116
9. Cc1cc(C(=O)NNS(=O)(=O)c2cc(C(=O)O)ccc2Cl)c(C)n1-c1ccccc1
  0 | 1 | -1 | 11 | 5 | -9 | 6 | -1 | -1 | 0.3
10. Cc1nn(-c2ccccc2)c(C)c1/C=N/NC(=O)c1cc(O)cc(O)c1
  -20 | -3 | -10 | 0 | 3 | 1 | -8 | 0 | -4 | 0.6
11. O=C(COC(=O)CNC(=O)C1CCCCC1)NCc1ccccc1
  -9 | -3 | -4 | -1 | 3 | 0 | 1 | 2 | -10 | -0.1
12. C/C=C/C=C/C(=O)N1C[C@H](C)N(C)C[C@H]1C
  -8 | -1 | 1 | nt | -1 | 5 | 0 | 3 | 9 | -0.1
13. COc1cccc(CNC(=O)C2CCC(CNS(=O)(=O)c3cccc4nsnc34)CC2)c1 (stereo not drawn)
  -9 | 0 | -3 | 6 | 4 | -1 | -9 | 1 | 1 | -0.5
14. CC(=O)Nc1ccc(S(=O)(=O)N2CCc3ccccc3C2)cc1
  4 | -2 | 3 | 1 | 1 | 2 | 6 | -2 | -4 | -0.6
15. Cc1cc(C)cc(C(=O)OCCN2CCN(C3CN(Cc4cn(Cc5ccc([N+](=O)[O-])cc5)nn4)S(=O)(=O)C3)CC2)c1 (stereo not drawn)
  8 | 3 | 13 | nt | 0 | 1 | -1 | 9 | -3 | 0.6
16. Cc1ccc(OCC(=O)NS(=O)(=O)c2ccccc2)cc1
  -7 | -2 | 0 | 11 | -1 | 2 | -2 | 1 | 0 | -0.5
17. C(=N\n1cnnc1)/c1cccc2ccccc12
  -2 | -4 | -4 | 5 | 3 | 2 | 0 | -7 | 0 | 0.0
18. CCn1c(SCC(=O)Nc2nc(C)cs2)nnc1-c1ccoc1C
  -1 | -1 | 9 | -5 | 1 | -3 | 9 | 1 | -3 | 0.5
19. C(=N/N1CCN(c2ccccc2)CC1)/c1cccs1
  7 | -1 | 0 | 5 | 3 | -4 | 11 | -6 | -1 | -0.5
20. Cc1ccc(CNCc2cc3c(C(C)(C)C)nn(-c4ccccc4)c3[nH]c2=O)cc1
  -3 | -1 | -1 | 2 | 0 | 1 | -1 | 0 | -2 | -0.6
21. COc1ccc(S(=O)(=O)N2CCN(CCC(=O)Nc3ccccc3F)CC2)cc1
  0 | -5 | -7 | 2 | 1 | 3 | 3 | -3 | 8 | 0.1
22. O=[N+]([O-])c1cc(C(F)(F)F)cc([N+](=O)[O-])c1NCCNC(=S)Nc1ccc(Cl)c(Cl)c1
  6 | -1 | -1 | 1 | -8 | -5 | -56 | -3 | -9 | 0.4
23. O=C(NCCN1CCCC1)C1COc2ccccc2O1 (stereo not drawn)
  5 | 2 | 4 | -1 | 3 | -4 | 7 | 2 | 6 | 0.1
24. COc1ccc(C(=O)N[C@H](C(=O)Nc2sccc2C(N)=O)C(C)C)cc1
  -1 | 3 | -8 | -1 | 0 | -2 | 1 | -1 | 3 | -0.1
25. Cc1ccc(N=C2c3ccccc3C(=O)C2[N+](=O)[O-])cc1C (stereo not drawn)
  -6 | -2 | -8 | 5 | 10 | -1 | 6 | -6 | -3 | 1.1
26. CCOC(=O)N1CCC(=C2c3ccc(Cl)cc3CCc3cccnc32)CC1
  -12 | -9 | 7 | 7 | 4 | -8 | -5 | -2 | -4 | 0.5
27. CC(C)(C(=O)N1CCC1(C)C(=O)NC1Cc2ccccc2C1)c1ccccc1 (stereo not drawn)
  2 | -4 | -3 | -5 | 0 | -3 | 1 | -2 | 0 | -0.3
28. COc1ccc(NC(=O)C2CC2)cc1-n1cnnn1
  -4 | 0 | 0 | 9 | 1 | -8 | -3 | -1 | 2 | -0.1
29. CCN(CC(=O)Nc1ccccc1OC)C(=O)c1cc(-c2ccccc2)nn1-c1ccccc1
  -1 | 0 | 0 | -7 | -2 | -1 | 1 | -1 | 9 | 0.5
30. O=C(O)c1ccc(NS(=O)(=O)c2cc(Cl)ccc2Cl)cc1
  2 | -2 | -3 | 0 | -1 | -2 | 1 | 2 | 2 | 0.1
31. Cc1onc(C(=O)NC(C)c2ccccc2)c1[N+](=O)[O-] (stereo not drawn)
  0 | -6 | -6 | 3 | 1 | -1 | 0 | -4 | -4 | 0.0
32. O=S(=O)(NCCC1CC1(Cl)Cl)c1ccccc1 (stereo not drawn)
  15 | -3 | 0 | 8 | 0 | 0 | 0 | 0 | -2 | -0.3
33. CC(C)(C)n1nc(-c2ccc(F)cc2)c2c(N)ncnc21
  2 | 1 | 0 | -2 | 1 | 5 | 5 | 0 | 8 | -0.1
34. O=C1C2C3C=CC(C4CC34)C2C(=O)N1/N=C/c1ccc([N+](=O)[O-])o1 (stereo not drawn)
  14 | 1 | 0 | 0 | -3 | -5 | 4 | -4 | -6 | 0.6
35. CCCc1cc(=O)oc2cc(OCC(=O)N(C)C)c(Cl)cc12
  -6 | -1 | -7 | 7 | 1 | -4 | 3 | 2 | -2 | 0.3
36. O=C(NCC1CCCO1)C1CCN(S(=O)(=O)Cc2ccccc2)CC1 (stereo not drawn)
  3 | 2 | 2 | -8 | -2 | -6 | 4 | 4 | 3 | -0.7
37. Cc1ccc2c(c1)nnn2C1CCN(CC(=O)Nc2ccc3c(c2)OCCO3)CC1
  -9 | 1 | 0 | -5 | 3 | 1 | 2 | 3 | 5 | 0.8
38. Cc1ccc(S(=O)(=O)Nc2ccc3c(c2)n(C)c(=O)n3C)cc1
  -2 | 3 | 3 | -3 | -2 | -7 | 4 | -2 | 1 | 0.1
39. CCOC(=O)N1CCC(N2CCN(S(=O)(=O)c3ccc(C)cc3)CC2)CC1
  -4 | 0 | -1 | -4 | 4 | -1 | -2 | 2 | 3 | 0.0
40. COc1ccccc1CNC(=O)C1CSC2(C)CCC(=O)N12 (stereo not drawn)
  4 | -3 | 5 | 1 | -1 | -6 | 3 | -1 | 0 | -0.3
41. CCCCn1c(SCC(=O)Nc2cc(C)on2)nc2ccsc2c1=O
  -7 | 0 | 2 | -1 | 1 | -1 | -1 | 2 | 5 | -0.2
42. Oc1ccc(/C=N/Nc2nc(N3CCCCCC3)nc(N3CCCCCC3)n2)c(O)c1
  -7 | 7 | 8 | -4 | 0 | 2 | 0 | 4 | -12 | -1.6
43. CCOc1cccc(/C(O)=C2/C(=O)C(=O)N(CCOC)C2c2ccco2)c1 (stereo not drawn)
  11 | 2 | 0 | 2 | 0 | 1 | 1 | -2 | 4 | -0.3
44. C=C(C)c1ccc(C(C)(C)NC(=O)N(Cc2ccccc2)Cc2ccco2)cc1
  -2 | -5 | 2 | 2 | 1 | 5 | 4 | 0 | -4 | -0.3
45. COc1ccccc1NCC(=O)c1ccc(C)c(C)c1
  -3 | -1 | 3 | -5 | 7 | -4 | 3 | 2 | 0 | -0.3
46. CN(C)S(=O)(=O)c1ccc(NC(=O)c2cc(-c3cccs3)nc3ccccc23)cc1
  -7 | 1 | -4 | -1 | 1 | -2 | -15 | 0 | 5 | -13
47. Cc1cc(NC(=O)CSc2nc3cc(C)c(C)cc3cc2C)no1
  16 | -2 | 2 | 5 | 0 | -7 | 11 | 1 | -3 | 0.4
48. CCCCOc1ccc(CSCCN)cc1Cl
  -7 | 4 | 2 | -5 | -4 | 3 | -4 | 3 | 8 | 0.0
49. C/C(=N/Nc1nc(-c2ccc(Cl)cc2)cs1)c1cccs1
  10 | 10 | -1 | 2 | -1 | 2 | 10 | -2 | 3 | 0.6
50. O=C(CCC(=O)c1ccc(Oc2ccccc2)cc1)Nc1cccc(Cl)c1Cl
  -2 | 0 | -1 | 6 | 1 | -8 | -11 | -1 | -5 | -0.5
51. O=C(Cc1cccc2ccccc12)N1CCN(c2ncccn2)CC1
  2 | -6 | 1 | 2 | 1 | -4 | 2 | -1 | -8 | 0.0

Some entries already given, reduced to TCR-CD3 inh, DDE Tn7 FP inh and DDE Tn6 FP inh:
cpd | compound | TCR-CD3 inh | DDE Tn7 FP inh | DDE Tn6 FP inh
8 | CCN(CC)c1cc(C)c2cc(NC(=O)c3ccccc3OC)ccc2n1 | 4 | -9 | -3
37 | Cc1ccc2c(c1)nnn2C1CCN(CC(=O)Nc2ccc3c(c2)OCCO3)CC1 | -5 | 1 | 5
21 | COc1ccc(S(=O)(=O)N2CCN(CCC(=O)Nc3ccccc3F)CC2)cc1 | 2 | 3 | 8
